# ST2 IL33 inh = inhibitors of human ST2 (IL1RL1) binding to IL-33, primary screen, biochemical, AlphaLISA; inhibition, % for hits at 17 µM; AlphaLISA ST2-Fc/biotin-IL-33 interaction, 1 h; AID 1259354, 2018; 2.3% of 78,000 active; in the data active = inhibition above about 30%; inconclusive = mostly about 10% to 28%
# Target sequence (Q01638 whole entry, looked up): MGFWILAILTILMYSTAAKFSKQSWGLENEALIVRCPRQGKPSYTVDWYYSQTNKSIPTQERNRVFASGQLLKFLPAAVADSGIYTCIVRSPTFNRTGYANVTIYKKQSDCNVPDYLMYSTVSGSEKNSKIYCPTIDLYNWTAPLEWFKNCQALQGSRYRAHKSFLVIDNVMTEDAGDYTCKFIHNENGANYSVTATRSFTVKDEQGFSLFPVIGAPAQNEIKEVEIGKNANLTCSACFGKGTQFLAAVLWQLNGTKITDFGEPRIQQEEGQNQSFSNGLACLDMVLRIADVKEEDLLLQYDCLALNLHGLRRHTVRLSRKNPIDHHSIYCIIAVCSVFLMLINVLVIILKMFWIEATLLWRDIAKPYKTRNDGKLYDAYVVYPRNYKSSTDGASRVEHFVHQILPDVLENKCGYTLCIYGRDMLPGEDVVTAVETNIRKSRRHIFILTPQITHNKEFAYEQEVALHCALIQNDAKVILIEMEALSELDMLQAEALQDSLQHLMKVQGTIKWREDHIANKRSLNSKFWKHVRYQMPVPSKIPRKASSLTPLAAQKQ
# Starred values were filed as active, the others as inactive; i = inactive; ? = inconclusive; ! = not active in a repeat. Some of the compounds tested (hit frequency here may not be typical).
SMILES,ST2 IL33 inh
CCOc1ccc(C(=O)NC2CC(=O)N(c3ccc(C)cc3)C2)cc1OCC (centres undefined),i
COc1ccc(S(=O)(=O)NCc2nc3cccnc3n2Cc2cccc(C)c2)cc1,i
COc1ccc(-c2cc(C(=O)Nc3sc4c(c3C#N)CCC4)no2)cc1OC,i
CC1(C)CC(=O)C(CC2=C(O)CC(C)(C)CC2=O)=C(O)C1,i
COc1ccc(S(=O)(=O)N2CCSC2c2ccc(Br)cc2)cc1 (centres undefined),i
O=C(CSc1nc2ccccc2[nH]1)Nc1c(Cl)cccc1Cl,i
CCc1nc(C)c(C(=O)N2CCOC(c3ccc(Cl)c(Cl)c3)C2)o1 (centres undefined),i
O=C(Nc1ccccc1)c1cc2n(n1)CCN(C(=O)c1cnoc1C1CC1)C2,i
COc1ccccc1/C=C1\SC(N2CC(C)OC(C)C2)=NC1=O (centres undefined),i
CCC(C)NC(=O)CSc1nc2nc(C)c(Cc3cccc(Cl)c3)c(C)n2n1 (centres undefined),i
CCc1ccc(OCC(=O)Nc2cc(C)c(Cl)cc2OC)cc1,?
CN(C)c1ccc(-c2nnnn2[C@H]2CO[C@H]3[C@@H]2OC[C@H]3O)cc1,?

# Part of the list above in order of formula weight, lowest first.
SMILES,ST2 IL33 inh
COc1ccccc1/C=C1\SC(N2CC(C)OC(C)C2)=NC1=O (centres undefined),i
O=C(CSc1nc2ccccc2[nH]1)Nc1c(Cl)cccc1Cl,i
CCC(C)NC(=O)CSc1nc2nc(C)c(Cc3cccc(Cl)c3)c(C)n2n1 (centres undefined),i

# (next part)
SMILES,ST2 IL33 inh
Cc1oc2c(c1C(=O)NC1CCC(n3cnnc3)CC1)C(=O)CCC2 (centres undefined),i
CNC(=O)CN1C(=O)/C(=C\c2cccc(Cl)c2)Sc2ccccc21,i
O=[N+]([O-])c1cccc(-c2noc([C@@H]3C[C@@H](O)CN3Cc3ccc(Cl)cc3)n2)c1,i
C=CCNC(=O)c1cnn(-c2ccccc2)c1NC(=O)c1cccc(F)c1,i
N#Cc1sc2nc(-c3ccccc3)ccc2c1N,i
O=C1CCCC2=C1C(c1c(F)cccc1Cl)Nc1ccccc1N2 (centres undefined),?
C=CCNC(=O)c1ccc(N(Cc2ccccc2Cl)S(C)(=O)=O)cc1,i
COC(=O)c1c(NC(=O)c2c(OC)cccc2OC)sc2c1CCCC2,i
CC(C)C1CN(C(=O)c2ccon2)CCCN1CC1CC1 (centres undefined),?
O=c1oc(-c2ccco2)cc(-c2ccccc2)c1-c1ccccc1,?
Cc1nc(CN)cc(N2[C@@H]3CC[C@H]2CC(O)C3)n1 (some centres undefined),i
O=C(NC1CCCCCC1)c1coc(=O)c2ccccc12,i
Cc1cccc(NC(=O)COc2ccc(C)c(C)c2)c1,i
O=C(NC1CCCC1)C1CCN(S(=O)(=O)c2ccccc2)CC1,i
O=C(c1cn2cccnc2n1)N1CCOC(c2ccc(Cl)c(Cl)c2)C1 (centres undefined),i
COc1ccc(OC)c(NC(=O)N2CCCC(CNS(=O)(=O)c3cccs3)C2)c1 (centres undefined),i
CC(C)(C)C(=O)Nc1cccc(OC(F)(F)C(F)Cl)c1 (centres undefined),?
COc1ccc(C(=O)COc2ccccc2OC)cc1OC,?
CCN1C(=O)NC(=O)/C(=C\c2cn(CC(=O)NCCCOC)c3ccccc23)C1=O,?
O=C([C@H]1CCCO1)N1CCc2nnc(CCc3ccccc3)n2CC1,i
COc1c(O[C@@H]2O[C@H](CO[C@H]3OC[C@](O)(CO)[C@H]3O)[C@@H](O)[C@H](O)[C@H]2O)cc2occ(-c3ccc(O)cc3)c(=O)c2c1O,?
COc1ccccc1N=Cc1[nH]c2ccc(Br)c(Cl)c2c1O,?
CCOC(=O)c1cnc2c(ccc3ccccc32)c1NCCc1ccccc1,i
CCCc1nc(C(=O)NCc2nnc(-c3ccccc3)o2)cs1,?

# In the list so far, these have a Cl atom.
SMILES,ST2 IL33 inh
O=C(CSc1nc2ccccc2[nH]1)Nc1c(Cl)cccc1Cl,i
CCc1nc(C)c(C(=O)N2CCOC(c3ccc(Cl)c(Cl)c3)C2)o1 (centres undefined),i
CCC(C)NC(=O)CSc1nc2nc(C)c(Cc3cccc(Cl)c3)c(C)n2n1 (centres undefined),i
CCc1ccc(OCC(=O)Nc2cc(C)c(Cl)cc2OC)cc1,?
CNC(=O)CN1C(=O)/C(=C\c2cccc(Cl)c2)Sc2ccccc21,i
O=[N+]([O-])c1cccc(-c2noc([C@@H]3C[C@@H](O)CN3Cc3ccc(Cl)cc3)n2)c1,i
O=C1CCCC2=C1C(c1c(F)cccc1Cl)Nc1ccccc1N2 (centres undefined),?
C=CCNC(=O)c1ccc(N(Cc2ccccc2Cl)S(C)(=O)=O)cc1,i
O=C(c1cn2cccnc2n1)N1CCOC(c2ccc(Cl)c(Cl)c2)C1 (centres undefined),i
CC(C)(C)C(=O)Nc1cccc(OC(F)(F)C(F)Cl)c1 (centres undefined),?
COc1ccccc1N=Cc1[nH]c2ccc(Br)c(Cl)c2c1O,?

# Other compounds
SMILES,ST2 IL33 inh
Cc1cc(NC(=O)c2cc(-c3cccs3)on2)nn1Cc1ccc(Cl)cc1,?
CCCCN(C)Cc1c(C)[nH]c2ccc(Cl)cc2c1=O,i
O=C(N1CCc2nnc(CCc3ccccc3)n2CC1)C1(C(F)(F)F)CC1,i
CCOc1ccc(N2CC(NC(=O)c3ccc(OC)cc3)CC2=O)cc1 (centres undefined),i
O=C(c1ccc(Cl)cc1)N1CCN(C(=O)c2ccco2)CC1,i
Cc1cccc(C(=O)N2CCN=C2SCc2ccccc2F)c1,i
CC(=O)c1ccc(CN(C)Cc2cccc3cnccc23)cc1,i
CC(C)(C)C(=O)NCCCc1nc2ccccc2[nH]1,i
CC1=C(C(=O)Nc2ccccn2)C(c2ccccc2)n2nnnc2N1 (centres undefined),i
CCn1ncc(C(=O)NCCOc2cccc3ccc(C)nc23)c1C,?
O=C(N[C@H]1C[C@H]2C(=O)NC[C@@H](CCC(=O)N3CCCCC3)N2C1)c1ccc(F)c(Cl)c1,?
COc1ccc(N(CC(=O)NCc2ccco2)S(C)(=O)=O)cc1OC,i
CSCC(=O)N1CCC(CCC(=O)Nc2ccc(F)c(Cl)c2)CC1,i
CCN(CCn1cccn1)Cc1cccc2c1OCO2,i
COc1cc(-c2ccc(NC(=O)c3ccco3)c(OC)c2)ccc1NC(=O)c1ccco1,31.0%*
Cc1nc2sc(C(c3ccc(Cl)cc3)N3CCC(O)CC3)c(O)n2n1 (centres undefined),?
CCn1c(C2CCCN(Cc3nc(C(C)C)cs3)C2)nn(C)c1=O (centres undefined),i
CCS(=O)(=O)NC(C)C(c1cccs1)N1CCOCC1 (centres undefined),i
COc1cc(C=Nc2c(-c3ccco3)nc3ccc(Cl)cn23)ccc1O,43.0%*
Cc1ccc(OCC(O)CN2CCN(c3ccccc3F)CC2)c(C)c1 (centres undefined),?
N#CC1=C2SCN(c3ccccc3F)CN2C(=O)CC1c1ccccc1F (centres undefined),i
CCc1ccc(OCCCC(=O)Nc2ncn[nH]2)cc1,i
Cc1cccc2oc(-c3cccc(N=Cc4cc([N+](=O)[O-])ccc4O)c3)nc12,i
CC1CCCCN1C1CN(CCOCc2ccccc2)C1 (centres undefined),i
Cc1noc(C)c1-n1c(CCCN2CCOCC2)n[nH]c1=O,i
Cc1c[nH]c(C(=O)N2CCC(=O)N(Cc3ccc(F)cc3)C(C(C)C)C2)c1 (centres undefined),i
CCn1c(C(=O)O)c(CC(=O)N(C)c2ccc(Br)cc2)c2ccccc21,i
Cc1noc(NS(=O)(=O)c2ccc(NC(=O)COc3ccc(Cl)cc3Cl)cc2)c1C,i
Cc1ccsc1-c1cn(CCCN2CCCC(C(N)=O)C2)nn1 (centres undefined),i
CCC(C)(C)C(=O)Nc1ccc(Cl)cc1,i
Cc1nc(C(=O)N2CCC(CCC(=O)N3CCC(Cc4ccccc4)CC3)CC2)cs1,i
CS(=O)(=O)c1ccc(-c2nccn2CCN2CCCOC2=O)cc1,?
N#Cc1nc(COc2ccc(Cl)cc2)oc1NCc1cccnc1,?
CC(C)(O)C#Cc1ccc(C(=O)N2CCCC(CNS(=O)(=O)c3cccs3)C2)o1 (centres undefined),?
CCn1ncnc1CN1CCC(CNC(=O)c2ccc(C)nc2)C1 (centres undefined),?
COc1ccc2cc3cc(C(=O)Nc4ccc(OC)c(OC)c4)sc3nc2c1,i
Cc1ccc2oc(-c3cccc(NC(=O)c4ccccc4Cl)c3)nc2c1,i
O=C(COc1ccccc1Cl)NC1CCCCCC1,i
O=C(NCc1ccccc1F)c1cccn1-c1nnc(N2CCCCC2)s1,i
O=C(Nc1nnc(N=Cc2ccc(F)cc2)s1)c1ccc(S(=O)(=O)N2CCOCC2)cc1,i
C=C(C)Cn1c(CCNC(=O)CCC)nc2ccccc21,i
CCN(Cc1nc(COC)no1)C(=O)c1cccnc1C,?
O=C(Nc1cc2cccc([N+](=O)[O-])c2oc1=O)c1ccc(Cl)c([N+](=O)[O-])c1,i
Cc1ccc(C(C)CCN2CCC(C(=O)Nc3ccc(-n4cccn4)cc3)CC2)o1 (centres undefined),i
CC1(C)CC(=O)c2c(nc3ccccc3c2NCc2ccc(Cl)cc2)C1,?
O=C(COc1ccccc1[N+](=O)[O-])Nc1ccc(I)cc1Cl,i
Cn1c(=O)c2c(nc(CN3CCN(c4ccc(F)cc4)CC3)n2CC(N)=O)n(C)c1=O,i
c1ccc2c(-c3cc(C4CCN(Cc5cncnc5)C4)ccn3)csc2c1 (centres undefined),i
COc1ccc(-c2noc(CN3CCN(c4ccccc4)CC3)n2)cc1,?
Cc1cccc(NC(=O)CSc2nc3c(cc2C#N)C(=O)CC(C)(C)C3)c1,i
CCN(CC)C(=O)C1CCCN(Cc2ccc(Cl)c(Cl)c2)C1 (centres undefined),i
O=C(NC1CC1)c1cn(C2CCCCC2)cc(C(=O)NC(c2ccccn2)C(F)(F)F)c1=O (centres undefined),i
O=C(Nc1ccc(F)cc1)c1ccccc1F,i
O=C(O)CN1C(=O)C2CCCCN2c2ccc(C(=O)N3CCCC3)cc21 (centres undefined),?
CCCCNC(=O)c1cc2cc3ccc(OC)cc3nc2o1,i
NS(=O)(=O)c1ccc(NC(=O)c2ccc(-c3ccccc3)cc2)cc1,30.0%*
Cc1nc(N2CCOCC2)c2c(C)c(C(=O)N3CCN(c4ccccn4)CC3)sc2n1,i
CCOC(=O)C1CCCN(Cc2nc(C3(c4ccc(C)cc4)CCCC3)no2)C1 (centres undefined),i
Cn1c(=O)c2c(nc(N3CCCCCC3)n2CCSc2ncccn2)n(C)c1=O,?
O=C(NCc1cccnc1-n1ccnc1)C1(c2ccccc2)CCCCC1,?

# Next part
SMILES,ST2 IL33 inh
OCCNc1nc(-c2ccccc2Cl)nc2ccccc12,i
CN(Cc1ccon1)C(=O)[C@@H]1C[C@H](NC(=O)c2ccc(Cl)cc2)CN1C,?
O=C(Nc1cc(Cl)ccc1Cl)c1ccncc1,i
Cc1ccc(CCNS(=O)(=O)c2ccc3c(c2)CCN3C(=O)C2CC2)cc1,i
COc1ccc(C)cc1NC(=O)NCC1CCN(C2CCOCC2)C1 (centres undefined),i
CC(=O)Nc1ccc(S(=O)(=O)N(CC2C(C)C=C(C)CC2C)C2CCCCC2)cc1 (centres undefined),32.0%*
COCCN(CCOC)c1nc(-c2ccc(Cl)cc2)nc2ccccc12,i
N#Cc1ccc(NC(=O)c2noc3c2CCCCC3)cc1,?
Cc1nc(Sc2ccccc2)c2oc3ccccc3c2n1,i
CC1CCC(NC(=O)CN2C(=O)/C(=C/c3ccccc3F)Sc3ccccc32)CC1 (centres undefined),?
NNC(=O)c1ccc(C(=O)O)cc1,?
Cn1c(=N)n(CC(O)c2ccc(Cl)c(Cl)c2)c2ccccc21 (centres undefined),i

# Rewritten with tabs: entries from further up
canonical_smiles	ST2 IL33 inh
CC(=O)Nc1ccc(S(=O)(=O)N(CC2C(C)C=C(C)CC2C)C2CCCCC2)cc1 (centres undefined)	32.0%*
COCCN(CCOC)c1nc(-c2ccc(Cl)cc2)nc2ccccc12	i

# Further entries follow.
SMILES,ST2 IL33 inh
COc1ccc(-n2c(SCC(=O)N3CCOCC3)nc3c([nH]c4ccccc43)c2=O)cc1,?
CCn1ccc(CN2CC[C@@H](c3ccc(F)cc3)[C@H](O)C2)n1,i
Cc1cccn2c(CC(=O)N3CCC(c4ccccc4C(=O)O)C3)cnc12 (centres undefined),i
COc1cc(C2=N/C(=C\c3cccc([N+](=O)[O-])c3)C(=O)O2)cc(OC)c1OC,?
Cc1cc([N+](=O)[O-])nn1CCCC(=O)Nc1ccccc1C(F)(F)F,i
COc1ccc2c(c1)c(CC(=O)NCc1cccnc1)c(C)n2C(=O)c1ccc(Cl)cc1,i
COC(=O)[C@H]1C[C@@H](O)CCN1C(=O)c1cc(C(C)C)oc1C,?
O=C1NN(c2cccc(Br)c2)C(=O)/C1=C\c1ccc(O)cc1,?
Cc1cnccc1NCCNC1CCN(CC(C)C)CC1,i
Cn1nc(C(F)(F)F)c(Cl)c1C(=O)N1CCCC1Cn1cccn1 (centres undefined),i
CC(C)NC(=O)c1cc2c(-c3ccc(Cl)cc3)nn(C)c2s1,i
Cc1c(C#N)c(N)c(C(=O)c2ccccc2)n1Cc1ccccc1,i
O=C(NCc1ccco1)c1ccc2c(c1)N(Cc1ccccc1)C(=O)c1ccccc1S2,i
COc1cc(NC(=O)C2CCCN2S(=O)(=O)c2ccc3c(c2)CCCC(=O)N3)cc(OC)c1 (centres undefined),i
O=C1CCCC2=C1C(c1cccc(O)c1)c1c(nc(SCc3ccccc3F)[nH]c1=O)N2 (centres undefined),?
Cc1ccc(F)cc1Nc1ncnc(N)c1[N+](=O)[O-],i
COc1ccc(N=Cc2c(O)n(-c3ccccc3C)c(=O)c3ccccc23)cc1,48.0%*
Cc1ccc(NC(=O)CNC2(CN3CCOCC3)CCCC2)c(C)c1,i
CCCCN(CC)S(=O)(=O)c1ccc(C(=O)Nc2nnc(-c3ccccc3OC)o2)cc1,i
Cc1ccc(C)c(NC(=O)c2ccccc2[N+](=O)[O-])c1,i
COc1ccc2cc3cc(C(=O)Nc4cccc(SC)c4)oc3nc2c1,34.0%*!
COc1ccccc1Nc1ncc(C(=O)N2CCN(c3ccccn3)CC2)c2ccccc12,i
O=C(CCNC(=O)Cn1cnc2ccccc2c1=O)NCc1ccccn1,i
O=C(Nc1cccnc1)c1cc2ccccn2n1,?

# From PubChem
